SMARCA2 activ = increases SMARCA2 function in MMTV reporter cells | MG213 cells, MMTV-luciferase reporter, dexamethasone, overnight | activation, % at 9.1 µM | 370,000 compounds, 1% hits; in the data active = activation above about 7.8%;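 note: 0% = vehicle wells and 100% = reference activator wells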
ADAM10 inh = ADAM10 inhibition, QFRET primary screen; O14672; recombinant ADAM10, EDANS/DABCYL FRET peptide cleavage, 3 h; inhibition, % at 7 µM; 370,000 compounds, 0.62% hits; AID 720582;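 active = inhibition above a per-campaign cutoff equal to the mean of compounds falling between control-based bounds plus 3 SD, cut at about 20% in these data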;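 note: 0% = DMSO wells while the 100% control is not disclosed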
Target sequence (O14672 214-748 limits assumed): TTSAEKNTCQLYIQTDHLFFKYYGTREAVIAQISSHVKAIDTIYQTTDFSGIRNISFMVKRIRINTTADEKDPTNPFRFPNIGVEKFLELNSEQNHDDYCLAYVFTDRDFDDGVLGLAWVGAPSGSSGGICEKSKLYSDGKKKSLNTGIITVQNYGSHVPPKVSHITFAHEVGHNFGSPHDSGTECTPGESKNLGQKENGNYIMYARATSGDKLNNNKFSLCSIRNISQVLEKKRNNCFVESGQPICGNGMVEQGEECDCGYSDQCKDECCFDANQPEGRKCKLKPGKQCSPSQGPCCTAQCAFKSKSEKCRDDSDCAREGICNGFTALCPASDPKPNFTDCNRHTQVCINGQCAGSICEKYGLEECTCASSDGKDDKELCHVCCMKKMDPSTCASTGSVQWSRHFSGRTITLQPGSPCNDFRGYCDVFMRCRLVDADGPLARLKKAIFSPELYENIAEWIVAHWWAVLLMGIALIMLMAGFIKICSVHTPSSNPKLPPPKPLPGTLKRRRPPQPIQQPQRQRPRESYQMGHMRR
hgDAF12 agonist = activates the H. glycines DAF-12 receptor ligand-binding domain | 370,000 compounds, 1.8% hits | AID 687014 | HEK293 GAL4-hgDAF12 UAS-luciferase reporter, agonist luminescence; normalized to butyrate control | activation, % at 6.8 µM;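 active = activation above a cutoff set at the mean of all screened compounds plus 3 SD, cut at about 10% in these data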;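 note: 0% = DMSO wells and 100% = sodium butyrate wells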
GC-A act = GC-A (human) enzyme activation | HEK293 GC-A cells, cGMP TR-FRET, EC30 ANP; 0% at EC30 ANP, 100% saturating ANP | activation, % at 10 µM | 370,000 compounds, 0.14% hits | AID 1671463; in the data active = activation above about 40%
ssDAF12 agonist = activators of S. stercoralis DAF-12 nuclear receptor | 370,000 compounds, 1% hits | HEK293 ssDAF-12/GRIP1 lit1-tk-luc reporter, luminescence; % of 3 µM dafachronic acid response | activation, % at 6.8 µM;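 active = activation above the mean over all tested compounds plus 3 SD, cut at about 0.9% in these data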;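 note: 0% = DMSO-only wells and 100% = 3 µM delta7-dafachronic acid wells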
PG9 Ab binder = PG9 antibody binding by small molecule; TR-FRET gp120-PG9 antibody binding; inhibition, % at 6.7 µM; 360,000 compounds, 0.43% hits; AID 624416; in the data active = inhibition above about 8.5%
DAX1 inh-1 = NR0B1 (DAX1) inhibition; P51843; HEK293 Gal4-DAX1 luciferase reporter, luminescence; inhibition, % at 6.75 µM; 340,000 compounds, 0.99% hits; AID 504766;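 active = inhibition above the mean over all tested compounds plus 3 SD, cut at about 4.2% in these data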;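 note: 0% = DAX1-transfected cells with DMSO and 100% = empty-vector control cells with DMSO; inhibition shows as a rise in luminescence from relieved DAX1 repression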
Target sequence (P51843 207-470 limits assumed): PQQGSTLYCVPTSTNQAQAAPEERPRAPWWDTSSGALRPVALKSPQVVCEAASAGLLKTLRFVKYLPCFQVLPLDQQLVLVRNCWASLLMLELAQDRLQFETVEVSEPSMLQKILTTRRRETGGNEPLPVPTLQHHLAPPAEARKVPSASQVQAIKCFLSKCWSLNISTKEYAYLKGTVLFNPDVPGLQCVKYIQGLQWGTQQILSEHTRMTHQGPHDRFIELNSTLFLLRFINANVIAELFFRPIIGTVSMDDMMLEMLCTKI
DAX1 inh-2 = DAX1 (NR0B1) inhibition, primary screen | HEK293T StAR-luciferase reporter, SF-1/DAX-1 repression relief | inhibition, % at 6.8 µM | 370,000 compounds, 1.1% hits | AID 652010;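 active = inhibition above the mean over all tested compounds plus 3 SD, cut at about 3.6% in these data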;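 note: 0% = DAX-1 cells with DMSO and 100% = cells lacking DAX-1 with DMSO; higher inhibition means more luminescence from relief of DAX-1 repression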
FXN GAA850 act = activators of GAA850 frataxin (FXN) promoter; HEK293 lucGAA850 FXN promoter luciferase reporter, 24 h; percent of 10 µM SAHA response; activation, % at 6 µM; 360,000 compounds, 0.56% hits; AID 540364;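 active = activation above the average of all compounds screened plus 3 SD, cutoff fixed separately per campaign, cut at about 7.5% in these data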;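 note: 0% = DMSO wells and 100% = 10 µM SAHA wells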
hcDAF-12 act = activates DAF-12 receptor from parasite H. contortus. HEK293 hcDAF-12 lit1-tk-luc reporter, luminescence; 0% DMSO, 100% Δ7-dafachronic acid. activation, % at 6.8 µM. 370,000 compounds, 1.4% hits;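 active = activation above the mean of all tested compounds plus 3 SD, cut at about 5.5% in these data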;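 note: 100% = response to 3 µM Δ7-dafachronic acid high control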
ADAM17 inh = ADAM17 inhibition, QFRET primary screen | recombinant ADAM17, EDANS/DABCYL FRET peptide cleavage | AID 720648 | inhibition, % at 6.95 µM | 370,000 compounds, 0.83% hits | P78536;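 active = inhibition above the mean of compounds lying between control limits plus 3 SD, set per campaign, cut at about 8.5% in these data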;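 note: 0% = DMSO-only wells as the low control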
* hit, by the source's call; nt = not tested or not shown.

SMILES	SMARCA2 activ	ADAM10 inh	hgDAF12 agonist	GC-A act	ssDAF12 agonist	PG9 Ab binder	DAX1 inh-1	DAX1 inh-2	FXN GAA850 act	hcDAF-12 act	ADAM17 inh
CCNC(=O)c1ccccc1-c1nc(-c2ccccc2OC)no1	-4	6	-1.3	2	-1.6	-0.1	-0.2	0.5	1.1	1.7	-2
CN(C)CCN1CCN(C2CN(Cc3cn(Cc4ccccc4C(F)(F)F)nn3)S(=O)(=O)C2)CC1 (centres undefined)	-2	-7	2.0	3	0.0	0.7	nt	-1.1	nt	0.5	-2
COC(=O)c1cc(=O)n(Cc2ccco2)c(=Nc2ccccc2)s1	-5	9	9.9	-8	-1.7	-2.5	nt	-1.6	nt	-0.8	4
CC(NC(=O)/C(=C/c1cccc([N+](=O)[O-])c1)NC(=O)c1ccco1)C(=O)O (centres undefined)	-3	-7	2.1	3	-0.6	0.4	-0.4	-0.3	2.3	1.3	-2
COc1ccc(O)c(/C=N/NC(=O)c2c(C)nnn2-c2nonc2N)c1	0	1	-1.2	0	-1.2	-4.1	0.7	-1.1	-3.1	-1.9	-2
O=C(Nc1ccccn1)c1csc2c1CCCC2	11*	-2	19*	0	0.2	-1.7	1.2	2.6	5.7	6.0*	2
Cc1cc(NC(=O)c2c(-c3c(F)cccc3Cl)noc2C)no1	-1	-4	-0.2	3	-0.2	1.8	1.1	-0.1	0.4	-1.1	-3
CC(C)CC(C(=O)NC(C)(C)C)N(Cc1cccs1)C(=O)c1snc(C(N)=O)c1N (centres undefined)	-2	-6	3.5	-29	-1.3	-0.4	0.4	-0.4	3.4	-0.9	-4
C=CCn1c(SCC)nc2sc3c(c2c1=O)CCc1ccccc1-3	-2	-3	-2.4	-17	-0.2	-0.1	1.1	-0.2	3.2	4.2	1
Cc1ccc(NC(=O)c2ccc(S(=O)(=O)N3CCCCCC3)cc2)nc1	-1	-1	3.6	-2	-1.3	1.1	-1.6	-1.9	2.9	-0.9	2
COc1cc(C(=O)OCC(=O)N2CCCCC2C)ccc1OCc1c(C)noc1C (centres undefined)	-2	3	7.3	-1	-1.0	-0.5	4.7*	-0.2	-0.2	-1.9	0
CCCn1c(N)c(N(CCOC)C(=O)c2ccc(F)cc2F)c(=O)[nH]c1=O	1	2	-0.2	1	-0.6	1.9	-0.1	0.3	0.2	-0.1	-1
Cc1ccc(C2=NN(CC(=O)NCCN(CC(C)C)CC(C)C)C(=O)CC2)cc1	-2	3	0.7	0	-0.9	-1.2	-0.7	0.3	-0.7	-2.2	4
O=C(NCCCC1CCCC1)C1CCC(=O)N(Cc2ccccc2F)C1 (centres undefined)	4	1	-0.4	-4	-1.6	-3.9	0.0	0.8	-0.9	-1.3	-2
CN(C)/C=N/c1nc(-c2ccc3c(c2)OCO3)cs1	4	13	11*	1	-0.7	-2.0	1.3	2.6	4.8	2.5	0
O=C(Nc1cccc(C(F)(F)F)c1)Nc1ccon1	2	2	4.3	-3	-1.5	-3.0	1.0	-0.6	2.7	-0.5	1
CC(=O)c1ccc(S(=O)(=O)N2CCC(c3nnc(SCCN4CCCC4)n3C)CC2)cc1	-2	2	0.6	7	-1.1	2.2	-1.5	-0.4	-0.9	-2.0	-1
COc1cc(C2CC(=O)Oc3c2c(=O)n(C)c2ccccc32)cc(OC)c1OC (centres undefined)	-4	-8	0.1	12	-0.7	-1.1	0.7	-0.2	0.6	-1.2	-12
O=C(CC(C(=O)N1CCc2ccccc21)n1ccnc1)N1CCc2ccccc2C1 (centres undefined)	-1	-3	-1.9	4	-1.6	1.2	-1.1	-0.3	0.1	5.3	-7
NC(=O)c1cccc(Nc2nc(C(N)COCc3ccccc3)cs2)n1 (centres undefined)	-1	-1	0.9	-6	-0.7	-1.8	nt	3.5	0.9	-0.4	3
CCc1ccc(OCc2ccc(C(=O)NCc3ccccn3)o2)cc1	3	13	0.7	0	-1.1	-1.2	0.0	-0.4	2.0	0.7	4
Cc1ccc(S(=O)(=O)N(C)C)cc1NC(=O)COC(=O)C1CCCC1	-2	-10	-4.0	-2	-1.3	0.8	-0.5	-0.3	-0.9	0.7	-7
NS(=O)(=O)c1cc(C(=O)OCC(=O)c2ccc3c(c2)OCCO3)ccc1Cl	6	4	1.7	2	-1.2	-1.1	2.0	-0.6	0.2	-1.3	2
O=C(NCc1ccccn1)c1ccc(OC2CCN(Cc3ccc(CO)o3)CC2)cc1	-1	-6	-1.9	4	-0.4	1.2	1.2	-1.2	-1.8	-0.4	-1
CC(=O)c1c(C)[nH]c(C(=O)NCCN2CCC(C)CC2)c1C	2	8	-0.7	4	-0.9	0.4	-1.3	0.1	0.0	-0.9	-3
COc1ccc2c3c(cccc13)N(C)N=C2C	0	-6	-3.7	2	-1.6	-16	-0.6	-0.5	-1.5	-1.7	-4
Cc1ccc(NC(=O)c2sccc2-n2cccc2)c(Cl)c1	0	-6	-2.0	-3	-1.7	1.5	-1.9	-0.1	0.0	-1.3	0
O=C(NC(=O)c1ccccc1)OCCN1C(=O)c2ccccc2C1=O	-3	-2	-0.9	1	-1.6	-0.2	1.2	-1.0	0.9	0.0	-5
O=C(c1ccccc1)N1CCC(O)(c2ccc3c(c2)OCO3)CC1	0	-2	-1.9	0	-1.0	0.9	1.6	0.1	-0.6	-0.1	-3
O=[N+]([O-])c1ccc(Nc2ccc(Cl)cc2)nc1	1	4	6.5	3	-1.8	-0.1	nt	0.1	3.9	-0.1	6
O=C(CSc1ncn(-c2ccccc2)n1)N1CCc2ccccc21	-2	2	0.4	-2	-1.1	0.4	1.4	-0.6	-0.4	-0.2	-4
CC1(C)COC(Cn2c3ccccc3c3ccccc32)O1 (centres undefined)	1	5	1.2	-4	-2.0	-0.5	0.7	0.1	1.5	-2.0	0
O=C(NCCO)/C(=C\c1cccc([N+](=O)[O-])c1)NC(=O)c1cccs1	-4	-4	-0.1	2	-1.2	-1.9	1.0	0.8	-0.4	1.2	-4
COC1=NC2=NCCN2C(OC)=N1	2	-1	-0.2	4	-0.8	-0.3	-1.2	1.1	0.1	0.3	-1
O=C(CSc1nnc(COc2ccc(Cl)cc2)o1)N1CCN(c2ccccc2)CC1	-1	-12	-0.5	-1	-0.5	-1.4	3.3	0.6	1.3	-2.0	1
Cc1noc(C)c1CSCC(=O)Nc1cc(C(F)(F)F)ccc1N1CCOCC1	1	-6	0.4	-2	-1.7	-0.3	-0.4	1.0	2.8	-0.3	-2
O=C(Oc1cccc2cccnc12)c1cccs1	1	3	-0.6	0	-0.8	0.6	-1.4	-0.2	2.0	0.4	-3
COc1cccc(-c2nnn(CCC(=O)O)n2)c1	4	0	-1.1	2	-1.2	-0.4	1.3	-0.3	-1.5	-0.6	1
NC(=O)c1ccc(C(=O)N/N=C(/Cc2ccccc2)c2ccccc2)cc1	0	-4	0.4	0	-1.7	-0.8	0.8	0.3	1.1	2.7	0
Cc1ccc(CNC(=O)C2CCCN2C(=O)Nc2cccc(Cl)c2)cc1 (centres undefined)	0	-3	0.4	-5	-1.0	-1.0	1.8	-0.5	0.1	-0.9	0

Reformatted with two lines to a compound: part of the list above.
Every second line gives: SMARCA2 activ, ADAM10 inh, hgDAF12 agonist, GC-A act, ssDAF12 agonist, PG9 Ab binder, DAX1 inh-1, DAX1 inh-2, FXN GAA850 act, hcDAF-12 act, ADAM17 inh
- CCc1ccc(OCc2ccc(C(=O)NCc3ccccn3)o2)cc1
  3, 13, 0.7, 0, -1.1, -1.2, 0.0, -0.4, 2.0, 0.7, 4
- Cc1ccc(S(=O)(=O)N(C)C)cc1NC(=O)COC(=O)C1CCCC1
  -2, -10, -4.0, -2, -1.3, 0.8, -0.5, -0.3, -0.9, 0.7, -7
- NS(=O)(=O)c1cc(C(=O)OCC(=O)c2ccc3c(c2)OCCO3)ccc1Cl
  6, 4, 1.7, 2, -1.2, -1.1, 2.0, -0.6, 0.2, -1.3, 2
- O=C(NCc1ccccn1)c1ccc(OC2CCN(Cc3ccc(CO)o3)CC2)cc1
  -1, -6, -1.9, 4, -0.4, 1.2, 1.2, -1.2, -1.8, -0.4, -1
- CC(=O)c1c(C)[nH]c(C(=O)NCCN2CCC(C)CC2)c1C
  2, 8, -0.7, 4, -0.9, 0.4, -1.3, 0.1, 0.0, -0.9, -3
- COc1ccc2c3c(cccc13)N(C)N=C2C
  0, -6, -3.7, 2, -1.6, -16, -0.6, -0.5, -1.5, -1.7, -4
- Cc1ccc(NC(=O)c2sccc2-n2cccc2)c(Cl)c1
  0, -6, -2.0, -3, -1.7, 1.5, -1.9, -0.1, 0.0, -1.3, 0
- O=C(NC(=O)c1ccccc1)OCCN1C(=O)c2ccccc2C1=O
  -3, -2, -0.9, 1, -1.6, -0.2, 1.2, -1.0, 0.9, 0.0, -5
- O=C(c1ccccc1)N1CCC(O)(c2ccc3c(c2)OCO3)CC1
  0, -2, -1.9, 0, -1.0, 0.9, 1.6, 0.1, -0.6, -0.1, -3
- O=[N+]([O-])c1ccc(Nc2ccc(Cl)cc2)nc1
  1, 4, 6.5, 3, -1.8, -0.1, nt, 0.1, 3.9, -0.1, 6

Going on with the list:
SMILES	SMARCA2 activ	ADAM10 inh	hgDAF12 agonist	GC-A act	ssDAF12 agonist	PG9 Ab binder	DAX1 inh-1	DAX1 inh-2	FXN GAA850 act	hcDAF-12 act	ADAM17 inh
O=C(CSc1nnc(-c2ccccc2)n1-c1ccc(Cl)cc1)Nc1ccccc1-c1ccccc1	-6	19	-2.0	-15	-1.9	nt	nt	-0.7	nt	-2.3	11*
Fc1ccc(/C=N\Nc2cccc(F)c2)cc1	-3	-1	-1.0	12	-1.1	-1.9	1.0	0.2	0.6	-1.3	-3
O=S1(=O)CC(N2CCC(Cc3ccccc3)CC2)CN1C1CCCCC1 (centres undefined)	-4	-3	-1.6	2	-1.2	2.0	nt	-0.4	nt	-0.5	3
Cc1ccc(NC(=O)CCCn2c(=S)[nH]c3ccsc3c2=O)cc1C	-2	-3	-0.9	0	-0.7	-0.8	-0.1	-0.4	1.0	-0.4	0
Cc1ccc(C(=O)N/C(=C/c2cccs2)C(=O)NCCCn2ccnc2)cc1	-2	4	0.1	1	-1.4	-3.1	0.6	-0.3	1.6	-0.8	2
O=C(CN1CCC(NC(=O)Cc2ccccc2)CC1)Nc1ccccc1Br	0	-2	-3.7	-2	-1.4	-1.3	-1.4	-1.1	2.9	-2.1	-5
COc1ccc(N2CCN(C(=S)Nc3cccc(OC)c3)CC2)cc1	1	-6	-1.4	1	-1.6	-0.5	0.4	0.0	1.2	-1.2	0
O=C(NC(=S)NCCCN1CCOCC1)c1cccc2ccccc12	-3	-4	0.2	5	-1.5	-2.7	0.5	-0.3	3.0	-1.3	-2
